Screening results: PubChem, Sanford-Burnham Center for Chemical Genomics
SENP8 block: blocks human SENP8 cleavage of Nedd8 substrate | recombinant SENP8, Nedd8 substrate fluorescence | Q96LD8 | 360,000 tested, 0.64% active | AID 602440 | inhibition, % at 20 µM; in the data active = inhibition mostly above about 40%, no sharp cut-off; inactive = mostly below about 27%
Target sequence (Q96LD8 whole entry, looked up): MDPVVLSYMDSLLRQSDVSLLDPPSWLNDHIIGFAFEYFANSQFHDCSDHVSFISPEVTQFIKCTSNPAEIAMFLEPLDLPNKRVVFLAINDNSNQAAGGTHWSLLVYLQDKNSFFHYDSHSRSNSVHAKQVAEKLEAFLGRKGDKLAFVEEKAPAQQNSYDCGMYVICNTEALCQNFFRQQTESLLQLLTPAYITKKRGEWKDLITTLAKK
SENP7 block: SENP7 protease inhibition | recombinant SENP7, Z-RLRGG-aminoluciferin luminescence, 40 min | Q9BQF6 | AID 434973 | 330,000 tested, 1.5% active | inhibition, % at 5 µM;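 active = inhibition above about 50% at the single test dose, limit read from the data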;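 note: plate controls were DMSO with enzyme for no effect and no enzyme buffer wells for full effect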
Target sequence (Q9BQF6 706-1050 limits assumed): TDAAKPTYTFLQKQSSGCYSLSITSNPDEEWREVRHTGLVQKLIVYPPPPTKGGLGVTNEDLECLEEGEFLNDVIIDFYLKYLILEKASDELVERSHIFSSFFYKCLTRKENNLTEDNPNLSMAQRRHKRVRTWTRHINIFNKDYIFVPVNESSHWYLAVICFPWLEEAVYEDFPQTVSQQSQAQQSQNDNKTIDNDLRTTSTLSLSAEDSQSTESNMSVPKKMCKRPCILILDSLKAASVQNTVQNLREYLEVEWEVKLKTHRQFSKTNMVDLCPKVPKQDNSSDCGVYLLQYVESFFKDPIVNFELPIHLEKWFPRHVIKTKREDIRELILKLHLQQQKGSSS
SENP6 inh: blocks the human protease SENP6; Recombinant SENP6 catalytic domain, aminoluciferin luminescence; 330,000 tested, 1.8% active; inhibition, % at 10 µM; AID 2599; Q9GZR1;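 active = inhibition above about 50% at the single tested dose, limit read from the data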;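 note: plate controls were DMSO wells with enzyme for no effect and DMSO wells lacking enzyme for full effect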
HKDC1 inh: HKDC1 (human) hexokinase inhibition; inhibition, % at 20 µM; Q2TB90; recombinant HKDC1, G6PDH/diaphorase resazurin coupled fluorescence; 340,000 tested, 0.16% active; AID 493160;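 active = inhibition above about 35% when tested at 20 µM, limit read from the data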;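 note: plate controls were DMSO wells with enzyme for no effect and DMSO wells lacking enzyme for full effect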
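Incubation: 90 min at room temperature in dark / Material: recombinant HKDC1 (HK5) hexokinase enzyme, produced in-house / Quantity: enzyme 5 µg/mL final / Compound: one dose of 20 µM, 1% DMSO / Reagent: glucose and ATP substrates / Buffer or medium: Tris pH 8.0 buffer with MgCl2, Tween-20, BSA, BME / Technique: resorufin fluorescence at 613 nm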
ATG4B inhibitor: inhibitors of human ATG4B cysteine protease. Q9Y4P1. ATG4B cleavage of LC3-PLA2, NBD-HPC fluorescence, 1 h. inhibition, % at 8.33 µM. 340,000 tested, 0.51% active; in the data active = inhibition above about 40%
Target sequence (Q9Y4P1 whole entry, looked up): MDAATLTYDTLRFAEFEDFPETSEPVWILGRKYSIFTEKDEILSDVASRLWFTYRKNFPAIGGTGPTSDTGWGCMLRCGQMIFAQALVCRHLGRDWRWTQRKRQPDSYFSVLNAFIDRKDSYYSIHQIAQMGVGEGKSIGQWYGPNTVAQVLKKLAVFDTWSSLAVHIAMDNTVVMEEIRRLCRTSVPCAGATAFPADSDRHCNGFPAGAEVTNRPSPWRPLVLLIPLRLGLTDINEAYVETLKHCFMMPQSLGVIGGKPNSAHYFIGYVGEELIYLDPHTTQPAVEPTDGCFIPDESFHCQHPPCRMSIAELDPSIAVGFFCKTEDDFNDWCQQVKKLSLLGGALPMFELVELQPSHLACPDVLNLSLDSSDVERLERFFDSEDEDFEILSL
GRIN3A LBD mod: modulators (binders) of human NR3A ligand-binding domain. NR3A LBD differential scanning fluorimetry, Tm shift; 0% = protein alone, 100% = glycine-bound protein. 340,000 tested, 2.5% active. Tm shift relative to glycine control, % at 25 µM;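 active = melting temperature shift of at least 10% of the positive control shift, at one fixed dose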
PfG6PD inh: PfG6PD (Plasmodium falciparum) enzyme inhibition. 350,000 tested, 0.78% active. inhibition, % at 20 µM. PfGluPho enzyme, NADPH resazurin-diaphorase fluorescence;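 active = inhibition reaching at least a set limit at 20 µM in the primary screen, cut at about 59% in these data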;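 note: 0% = DMSO wells with substrate and 100% = DMSO wells lacking glucose-6-phosphate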
MPTP block: permeability transition pore inhibition. AID 602449. isolated mouse mitochondria, Ca2+ swelling absorbance, 30 min. inhibition, % at 10 µM. 360,000 tested, 1.4% active;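 active = inhibition of 50% or more, scaled per plate between neutral and stimulator controls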;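 note: 0% = DMSO wells given calcium and 100% = 1 mM EGTA wells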
* = called active by the depositor; i = inactive; . = no result given.

mol	SENP8 block	HKDC1 inh	SENP6 inh	GRIN3A LBD mod	MPTP block	SENP7 block	PfG6PD inh	ATG4B inhibitor
COc1ccc(NC(=O)c2sccc2-n2cccc2)cc1	23	5	10	0	-1.5	-6	-1	4
COc1ccc(N2C(=O)N3[C@H](c4ccc(Cl)cc4)[C@@H]4C(=O)N(C5CCCCC5)C(=O)[C@@H]4[C@]3(C)C2=O)cc1	11	2	-16	-6	-1.2	-14	7	-8
O=C(NC(=S)NCCN1CCOCC1)c1ccc(Cl)cc1Cl	8	-4	-3	2	-1.2	-1	3	5
COc1ccccc1C(=O)NN(C)C1=NS(=O)(=O)c2ccccc21	22	-3	12	0	0.2	1	-4	-6
COc1ccc(CCC(C)NC2CCCCCCC2)cc1 (stereo not drawn)	49*	-3	-53	-1	0.7	1	-6	8
CC(C)(C)/C(COc1ccccc1[N+](=O)[O-])=N/O	12	5	-17	1	-0.9	1	20	10
CC(C)(C)C(=O)NC(=S)Nc1ccccc1C(=O)Nc1ccccc1	-26	-8	-12	2	1.2	-2	9	-7
COc1cccc(C(c2sc3nc(C)nn3c2O)N2CCN(c3ccccc3F)CC2)c1 (stereo not drawn)	11	-2	-8	-1	-2.5	11	8	-17
CCOC(=O)C(C(=O)Nc1nccs1)C1CCCCC1 (stereo not drawn)	11	-5	-6	-1	1.8	-8	-11	1
O=C(NCCCN1CCOCC1)c1ccc([N+](=O)[O-])cc1[N+](=O)[O-]	24	0	3	-2	-1.3	-3	3	5
O=C(Nc1c(C(=O)N2CCOCC2)cnn1-c1ccccc1)c1ccco1	17	-10	-9	-2	-1.0	-5	-12	2
Cc1occc1C(=O)N/N=C/c1cccc2ccccc12	14	0	90*	-3	1.4	92*	32	-15

Continuation:
mol	SENP8 block	HKDC1 inh	SENP6 inh	GRIN3A LBD mod	MPTP block	SENP7 block	PfG6PD inh	ATG4B inhibitor
Fc1ccc(C(c2nnnn2Cc2ccco2)N2CCN(C3CCCCC3)CC2)cc1 (stereo not drawn)	30	0	-5	1	16	1	-3	-10
CS(=O)(=O)c1ccc(-c2nnn(CC(=O)Nc3ccc4c(c3)OCCO4)n2)cc1	0	-4	2	1	-2.1	4	-6	-5
O=C(NCCn1cc(SCC(=O)N2CCOCC2)c2ccccc21)c1c(F)cccc1F	17	-11	-2	-1	-0.9	0	1	-10
O=S(=O)(NCC1CCCO1)c1ccc(S(=O)(=O)N(Cc2ccc(F)cc2)Cc2ccccn2)cc1 (stereo not drawn)	18	-8	-3	-3	-0.3	1	5	0
CCCn1cc(NC(=O)c2cc(-c3ccccc3)on2)cn1	-293	7	13	-4	17	7	-3	11
CC(=O)Nc1ccc(N2C(C(C)=O)=NN(c3ccc(Cl)cc3)C2c2sccc2C)cc1 (stereo not drawn)	13	-3	-2	-10	2.7	8	-4	0
CC(C)C[C@H](NC(=O)Nc1cccc(Br)c1)C(=O)O	30	-8	8	0	0.1	-1	-12	1
Cc1ccc(SCc2cc(=O)n3[nH]c(C)nc3n2)cc1	11	-10	-3	0	-0.3	1	-29	2
O=C(CNC(=S)N(CCCN1CCOCC1)Cc1cccs1)NC1CCCC1	12	-4	1	0	-0.3	-2	-4	-4
CCOC(=O)c1c(NC(=O)COC(=O)c2cc(OC)c(OC)cc2[N+](=O)[O-])sc(C)c1C	4	-7	-8	-2	-0.2	-3	-1	-3
CCN(C(=O)CSc1nc2cc(C(=O)OC)ccc2c(=O)n1Cc1ccco1)c1cccc(C)c1	-30	5	-12	4	3.3	-10	0	-3
CC(=O)Nc1cccc(C(=O)N(Cc2ccccc2)Cc2ccccc2)c1	8	-4	0	-4	2.6	11	15	-2

Going on with the list:
mol	SENP8 block	HKDC1 inh	SENP6 inh	GRIN3A LBD mod	MPTP block	SENP7 block	PfG6PD inh	ATG4B inhibitor
O=C(CSc1ccc2c(c1)OCCO2)Nc1ccc(Br)cc1	19	6	-16	-9	-1.0	3	21	-1
CCN1CCN(C(c2ccccc2)c2nnnn2Cc2ccccc2)CC1 (stereo not drawn)	23	-6	-7	2	0.4	2	-5	-5
Cc1cc(NC(=O)COC(=O)CSCc2ccc(Cl)c(Cl)c2)no1	15	-1	19	-10	-0.9	5	0	1
Cn1c(=O)[nH]c2c(c(C(=O)O)nn2C)c1=O	17	-6	.	1	-0.1	.	-16	-1
Cc1ccc(NC(=O)c2ccc(Cl)c(S(=O)(=O)N3CCCCCC3)c2)nc1	22	2	2	-4	-0.5	-12	9	-3
Cc1cc(C)nc(NNC2=CC(=[N+]3CCCC3)CCC2)n1	-8	-4	-18	0	0.2	-12	20	8
FC(F)(F)c1cc(-c2cccs2)nc2nc(N3CCOCC3)sc12	-422	0	-18	0	-3.0	-5	-11	2
COC(=O)C(Cc1c[nH]c2ccccc12)NC(=O)c1ccccc1Br (stereo not drawn)	7	-6	-5	1	0.8	12	1	-5
COc1ccc(NC(=O)Nc2cccs2)cn1	10	1	.	-4	-0.7	.	13	-3
Cn1cnnc1SCC(=O)c1cc2ccccc2oc1=O	-31	18	-15	3	0.3	67*	42	-8
COc1ccc(CNC(=O)COC(=O)/C=C/c2ccco2)cc1	9	7	-5	-3	5.3	14	15	3
CC(C)(C)NC(=O)C(c1ccccn1)N(C(=O)c1csnn1)C1CCCCC1 (stereo not drawn)	11	-1	-9	0	-1.0	-7	-13	0

Further results follow.
mol	SENP8 block	HKDC1 inh	SENP6 inh	GRIN3A LBD mod	MPTP block	SENP7 block	PfG6PD inh	ATG4B inhibitor
O=c1[nH][nH]c(-c2ccccc2)c1C=Nc1ccc(F)cc1F	30	10	11	-1	-0.2	6	-5	7
COc1ccc(C2/C=C\CN(S(=O)(=O)c3ccc(C)cc3)[C@H](Cc3ccccc3)C(=O)N2Cc2ccc(F)cc2)cc1 (stereo partly drawn)	0	-1	7	-1	-0.7	2	12	-2
O=C(CCCc1nc(-c2ccc(Cl)cc2)no1)NC1CCCCC1	3	-8	-11	-1	2.0	8	25	-2
CCOC(=O)CCCNC(=O)COc1ccccc1C#N	17	2	9	-1	0.4	-2	-3	-7
CCCC12CN3CC(C)(CN(C1)C3c1ccc([N+](=O)[O-])o1)C2=O (stereo not drawn)	28	0	0	-2	-0.1	3	-2	-11
O=C(NCN1C(=O)C2C3C=CC(C3)C2C1=O)Nc1ccccc1O (stereo not drawn)	5	13	8	0	-0.3	9	-15	3
C/C(CCc1ccccc1)=N/NC(=O)C(=O)NC(C)c1ccccc1 (stereo not drawn)	5	-6	19	1	0.1	2	5	-6
CC1Cc2ccccc2N1C(=O)COC(=O)c1ccc(S(=O)(=O)N(C)C)cc1 (stereo not drawn)	16	0	2	4	-6.7	-7	-8	-14
O=S(=O)(Nc1ccccn1)c1cc(Cl)ccc1Cl	-120	-6	19	0	-0.6	-2	-14	2
CC1(C)CC(=O)C2=C(C1)OC(N)=C(C#N)C2C#Cc1ccccc1 (stereo not drawn)	-290	0	-9	-2	0.4	-4	4	-9
C=CCSc1nnc(-c2cccnc2)o1	8	-8	-25	-1	0.0	7	-3	-3
Cn1c(N)c(C(=O)COC(=O)c2cccnc2Cl)c(=O)n(C)c1=O	0	-4	-8	0	0.0	-1	8	-1

Four records drawn at random from the list so far:
mol	SENP8 block	HKDC1 inh	SENP6 inh	GRIN3A LBD mod	MPTP block	SENP7 block	PfG6PD inh	ATG4B inhibitor
O=S(=O)(Nc1ccccn1)c1cc(Cl)ccc1Cl	-120	-6	19	0	-0.6	-2	-14	2
CC1Cc2ccccc2N1C(=O)COC(=O)c1ccc(S(=O)(=O)N(C)C)cc1 (stereo not drawn)	16	0	2	4	-6.7	-7	-8	-14
CCCC12CN3CC(C)(CN(C1)C3c1ccc([N+](=O)[O-])o1)C2=O (stereo not drawn)	28	0	0	-2	-0.1	3	-2	-11
C=CCSc1nnc(-c2cccnc2)o1	8	-8	-25	-1	0.0	7	-3	-3

The results go on.
mol	SENP8 block	HKDC1 inh	SENP6 inh	GRIN3A LBD mod	MPTP block	SENP7 block	PfG6PD inh	ATG4B inhibitor
CC(C)Cn1c(CCCNC(=O)c2ccco2)nc2ccccc21	0	-5	1	0	15	-1	3	0
CCOc1ccc(CCNC(=O)COC(=O)c2ccc(F)c(S(=O)(=O)N3CCOCC3)c2)cc1OCC	3	-2	-14	0	-2.2	-14	4	-4
COC(=O)c1ccc(/C=N\NC(=O)CC(=O)NCCc2ccccc2)cc1	13	11	7	0	0.3	0	-8	-2
COc1cc(NC(=S)N2CCN(C(c3ccccc3)c3ccccc3)CC2)cc(OC)c1	20	-4	-10	-13	0.4	0	19	-3
COc1ccc([C@H]2CC(=O)C=C(c3ccc(F)cc3OCc3ccccc3)C2)cc1	17	-1	-12	0	2.3	-7	7	8
CC(C)CCNC(=O)[C@@H](NC(=O)c1c(F)cccc1F)C(C)C	25	3	-2	1	-0.8	0	3	-11
O=C(NCCS(=O)(=O)NCCc1ccccc1)c1ccccc1	15	0	-16	-2	-2.0	2	0	-1
CCOC(=O)c1[nH]c(Cc2[nH]c(C(=O)OCC)c(C)c2CCC(=O)OC)c(CCC(=O)OC)c1C	10	-9	4	3	-2.4	2	8	22
CCCCN=C1N/C(=C\c2ccco2)C(=O)N1c1ccccc1	-417	7	-8	-1	-10	3	20	-10
O=C(NCC(c1ccc(F)cc1)N1CCOCC1)c1cccnc1Sc1ccccc1Cl (stereo not drawn)	15	1	-6	0	-1.8	2	5	7
CCN1C(=O)C(O)(CC(=O)c2ccccn2)c2ccccc21 (stereo not drawn)	21	-3	0	2	1.1	2	-11	-10
Cc1nn(Cc2cccc(C(=O)NC34CC5CC(CC(C5)C3)C4)c2)c(C)c1Br	20	5	-6	0	3.1	-7	-15	1

(cont.)
mol	SENP8 block	HKDC1 inh	SENP6 inh	GRIN3A LBD mod	MPTP block	SENP7 block	PfG6PD inh	ATG4B inhibitor
CCOC(=O)C(N)CSC1CC(=O)N(CCc2ccccc2)C1=O (stereo not drawn)	3	0	-41	-1	-0.9	-14	-11	0
Cc1cc(NC(=O)CS(=O)(=O)c2ccc(F)cc2)no1	13	2	7	1	-0.4	8	-9	6
COC(=O)C(C(=O)Nc1cc(C)on1)C1CCCCCC1 (stereo not drawn)	8	-3	1	6	0.1	-8	-5	-1
Cc1ccc(CN2CCNC(=O)C2CC(=O)N(C)C2CCCCC2)o1 (stereo not drawn)	2	-7	-23	-4	-1.0	-1	2	-6
O=C(CO/N=C/c1ccc(Cl)cc1Cl)NNC(=O)c1ccc(Cl)cc1Cl	28	0	-4	-3	3.0	-6	-12	-13
COc1ccc(-c2cc(-c3nc4ccccn4c3NCc3ccccc3)ccc2OC)cc1	i	1	-7	-25	23	5	14	4
